High-throughput results as filed in PubChem.
TrxR1 substrate = substrates of rat thioredoxin reductase 1; O89049; purified TrxR1 substrate turnover, NADPH consumption readout; Potency, µM (highest dose often 114 µM), inactives show top-dose activity change, negative = substrate turnover; 0.01% of 390,000 active; further: potency means the concentration at half of the fitted maximal effect; on the % scale 0 is the no-effect control and ±100 the full control effect; nearly all actives have a fitted effect of over 50% in size
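Rat TrxR1, dispensed at 90 nM, was prereduced with 400 uM NADPH (final) for 5 min at ~22 deg C, then incubated with compound 15 min before 400 uM selenite. A first-read NADPH fluorescence drop versus no-compound background flagged substrates.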
Vif-A3F inh = Vif-A3F binding inhibition | 0.2% of 390,000 active | Potency, µM (doses to about 46.1 µM), without a hit: at the highest dose activity, negative = active | HeLa A3F-eYFP + Vif (tagged APOBEC3F with the HIV-1 protein that degrades it), YFP fluorescence increase; further: potency means the concentration at half of the fitted maximal effect; % of control where 0% means no effect; nearly all actives have a fitted effect of over 65% in size
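Fluorescence increase (Ex 488/Em 500-530) after overnight compound treatment at 37 deg C flags inhibition of Vif-driven A3F-eYFP loss in stable HeLa A3F-eYFP/Vif cells seeded overnight beforehand.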
Glioma ERSR ind = induces the endoplasmic reticulum stress response in human glioma cells. AID 602332. 0.02% of 420,000 active. U87-MG GRP78 promoter luciferase reporter, 16 h. Potency, µM, for inactives: top-dose activation, most hits filed as activators; further: potency means the concentration at half of the fitted maximal effect; series mostly up to about 76 µM; % of control where 0% means no effect; nearly all actives have a fitted effect of over 35% in size
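ERSR induction read as luciferase luminescence (Bright-Glo, 10 min at room temperature) in stably transfected human U87-MG glioma cells exposed to compounds for 16 h, using GRP78 as sensor.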
LDHA block = inhibitors of human lactate dehydrogenase A; P00338; purified LDHA, NADH/diaphorase-resazurin fluorescence; active compounds read low; activity change, % (values are at about 110 or 230 µM); 0.15% of 480,000 active; AID 1347041; in the data active means activity change below about -30%; inconclusive means mostly about -25% to -30%;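 further: plate controls were DMSO wells for no effect and wells without enzyme for full effect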
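Human LDH5 (2 nM) was incubated with 0.06 mM NADH and 0.2 mM pyruvate for 5 min at room temperature in Tris pH 7.4. Remaining NADH was coupled through diaphorase/resazurin, and resorufin fluorescence was read at 0 and 20 min.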
PI4K2A block = PI4K2A (human) kinase inhibition; activity change, negative = inhibition, % at 76.9 µM; Q9BTU6; AID 1346378; 0.13% of 420,000 active; purified PI4K2A, ADP-Glo luminescence, 1 h; active compounds read low; in the data active means activity change below about -50%; inconclusive means mostly about -30% to -49%;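 further: -100% = wells without enzyme as full effect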
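In this quantitative HTS, ADP production by PI4K2A was quantified luminescently after 1 h at ambient temperature; 100 microM adenosine served as plate-quality control.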
RXFP1 ag = RXFP1 (human) receptor agonism. AID 2676. Potency, µM (highest dose often 57.5 µM), inactives show at the highest dose activation, usual class: activators. Q9HBX9. 0.3% of 370,000 active. HEK293T-RXFP1 cAMP TR-FRET, 30 min; response scale: percent of porcine relaxin response, buffer zero; further: potency means the concentration at half of the fitted maximal effect; on the % scale 0 is the no-effect control and ±100 the full control effect; nearly all actives have a fitted effect of over 60% in size; many of its hits are not listed in these tables
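HEK293 cells stably expressing RXFP1, treated 30 min at 37C with compounds plus PDE4 inhibitor Ro 20174; cAMP measured by HTRF TR-FRET. Normalized to buffer and 29 nM porcine relaxin; EC50 by Hill fit.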
Vif-A3G inh = Vif-A3G binding inhibition. Q9HC16. HeLa A3G-eYFP + Vif (tagged APOBEC3G with the HIV-1 protein that degrades it), YFP fluorescence, overnight. Potency, µM (series often up to 46.1 µM), inactives show at the highest dose activity, negative = active, actives largely listed as inhibitors. 0.076% of 410,000 active. AID 602310;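 further: potency means the concentration at half of the fitted maximal effect; on the % scale 0 is the no-effect control and ±100 the full control effect; nearly all actives have a fitted effect of over 60% in size; hits raise eYFP signal because A3G escapes Vif-driven loss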
Target sequence (Q9HC16 whole entry, looked up): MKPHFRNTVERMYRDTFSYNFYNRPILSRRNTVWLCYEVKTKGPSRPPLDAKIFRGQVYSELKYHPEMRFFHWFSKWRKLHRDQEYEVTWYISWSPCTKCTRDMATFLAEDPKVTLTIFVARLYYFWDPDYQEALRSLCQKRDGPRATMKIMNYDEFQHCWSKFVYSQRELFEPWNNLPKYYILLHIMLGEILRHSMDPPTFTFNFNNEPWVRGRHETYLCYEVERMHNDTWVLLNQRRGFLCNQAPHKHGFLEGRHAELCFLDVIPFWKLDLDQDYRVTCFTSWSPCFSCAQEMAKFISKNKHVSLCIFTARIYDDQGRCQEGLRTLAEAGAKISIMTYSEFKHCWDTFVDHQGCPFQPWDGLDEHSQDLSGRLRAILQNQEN
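Read-out is eYFP fluorescence (Ex 488/Em 500-530) from Vif-expressing HeLa A3G-eYFP cells; more signal means A3G escaped Vif-mediated degradation. Cells plated overnight, compound pinned in, incubated overnight at 37 deg C.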
USP1-UAF1 inh = inhibitors of human USP1/UAF1 deubiquitinase; O94782; recombinant USP1/UAF1, Ub-Rhodamine cleavage fluorescence; Potency, µM (doses to about 57.1 µM), for the others: top-dose activity change, negative = inhibition, hits mostly inhibitors; 0.23% of 390,000 active; AID 743255; further: potency means the concentration at half of the fitted maximal effect; on the % scale 0 is the no-effect control and ±100 the full control effect; nearly all actives have a fitted effect of over 60% in size; inactives centre near -12
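Step one: compound is pinned into 1nM USP1/UAF1 in HEPES pH 7.8 buffer with TCEP. Step two: 15 min room-temperature incubation. Step three: Ub-Rho (150nM final) starts cleavage, tracked by fluorescence over six one-minute reads.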
mIDH1 inhibitor = blocks human mutant IDH1 R132H enzyme. O75874. IDH1-R132H enzyme, NADPH consumption, diaphorase/resazurin fluorescence. Potency, µM (top dose mostly 76.6 µM), without a hit: at the top dose activity change, negative = inhibition, usual class: inhibitors. 0.093% of 390,000 active. AID 602179; further: potency means the concentration at half of the fitted maximal effect; on the % scale 0 is the no-effect control and ±100 the full control effect; nearly all actives have a fitted effect of over 65% in size
Target sequence (O75874 whole entry R132H, stated change not applied): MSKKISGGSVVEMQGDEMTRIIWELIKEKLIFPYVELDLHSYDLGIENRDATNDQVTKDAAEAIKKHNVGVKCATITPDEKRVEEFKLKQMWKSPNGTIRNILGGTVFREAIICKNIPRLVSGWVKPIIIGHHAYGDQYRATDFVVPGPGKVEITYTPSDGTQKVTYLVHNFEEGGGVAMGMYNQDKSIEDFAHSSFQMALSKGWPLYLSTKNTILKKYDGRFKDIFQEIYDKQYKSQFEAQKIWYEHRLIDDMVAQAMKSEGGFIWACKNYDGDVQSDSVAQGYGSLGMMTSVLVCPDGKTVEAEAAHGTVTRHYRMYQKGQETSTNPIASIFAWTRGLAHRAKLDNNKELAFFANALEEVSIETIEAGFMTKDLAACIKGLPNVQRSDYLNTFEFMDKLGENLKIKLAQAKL
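IDH1-R132H (0.5 ug/mL dispensed) in pH 7.5 Tris buffer was preincubated 30 min with compound, then given a substrate mix of 0.016 mM NADPH and 2 mM alpha-KG for 80 min at room temperature; remaining NADPH was read by diaphorase/resazurin fluorescence.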
Starred values were filed as active, the others as inactive; ? = inconclusive; nt = not tested or not shown; [ ] = another dose, or the depositor's remark. Unless noted, the call rests on the fitted dose curve; in most records, active means well fitted curve in the direction sought with a large enough effect; inconclusive means small, poorly fitted or top-dose-only effect, or another doubt; inactive means no such curve, though single readings can be large; an effect the other way counts as inactive or inconclusive.

SMILES	TrxR1 substrate	Vif-A3F inh	Glioma ERSR ind	LDHA block	PI4K2A block	RXFP1 ag	Vif-A3G inh	USP1-UAF1 inh	mIDH1 inhibitor
COc1ccc(S(=O)(=O)NCCc2cn3nc(C)c(C)nc3n2)cc1C	66%[activator]	6%	1%	-2	5	11%	2%	-17%	7%
COc1cc(C(C#N)N2CCOCC2)ccc1O (configuration not stated)	-6%	-4%	1%	37	3	-0.7%	1%	-22%	6%
CC(=O)Nc1sc(/C(C#N)=C\c2cccc(Cl)c2)nc1-c1ccc(C)cc1	1%	10µM*	-5%	2	-2	22%	4µM*	?	-2%
S=C(Nc1ccc2c(c1)OCO2)Nc1ccccc1Cl	-2%	-1%	6%	2	-2	-0.1%	1%	-17%	0%
CCCCn1c(N)c(N(CC(C)C)C(=O)C2CCN(c3ncnc4sc(C)c(C)c34)CC2)c(=O)[nH]c1=O	-9%	4%	-2%	-3	2	5.1%	-6%	-9%	4%
CC1(C)CC(=O)C2=C(C1)OC(N)=C(C#N)C2c1cccc(OC(=O)c2ccco2)c1 (configuration not stated)	8%	-6%	-3%	-16	6	0.8%	1%	-8%	0%
Cc1ccccc1NC(=O)CCn1cnc2onc(-c3ccc(F)cc3)c2c1=O	-10%	3%	-3%	-17	-7	-4.4%	3%	-11%	6%
COc1ccc(C(=O)NCc2nnc(SCC(=O)NO)n2Cc2ccccc2)cc1	0%	-4%	12%	2	-2	1.3%	1%	-8%	-6%
CCOC(=O)c1csc(NC(=O)CSc2nnnn2-c2ccc(OC)c(OC)c2)n1	-15%	-6%	-6%	4	1	-0.2%	-2%	-11%	3%
CCOc1ccc(NC(=O)COC(=O)CC2CCCCC2)cc1	-10%	1%	2%	-14	0	-0.3%	-9%	-12%	-7%
Cc1ccccc1CC1(CO)CCCN(C(=O)c2cc(Cl)ccc2F)C1 (configuration not stated)	3%[57.1 µM]	-2%	-1%	1	-2	?	2%	-25%	0%
CC1(C)CC(=O)C2=C(C1)OC(N)=C(C#N)[C@@H]2c1ccccc1[N+](=O)[O-]	12%	?	1%	3	-6	-2.0%	1%	-14%	-9%
Cc1cc(C)n2cc(CSc3ccc(Cl)cc3)nc2n1	11%	0%	2%	1	-1	0.0%	0%	-20%	1%
Cc1nc(-c2ccc(Cl)cc2)sc1C1(C)CC(c2cccnc2)=NO1 (configuration not stated)	5%	2%	2%	0	6	-1.0%	1%	-29%	7%
O=C(O)C1CCCCC1C(=O)Nc1ccc(S(=O)(=O)N2CCOCC2)cc1 (configuration not stated)	0%	4%	0%	5	-16	nt	1%	-19%	-6%
COc1ccc(Cl)cc1Nc1cc(C)nc2nc(C)nn12	3%[57.1 µM]	-13%	-3%	-5	-2	0.0%	0%	-2%	-6%
COC(=O)c1ccc(CN2CCC(n3nccc3NC(=O)C3CCCC3)CC2)cc1	-4%	4%	-4%	-2	-3	1.0%	1%	-20%	7%
Fc1ccc(-c2cc(C(F)(F)F)nc(-n3cncn3)n2)cc1	17%	-13%	-6%	-1	2	0.8%	1%	-15%	1%
CC(=O)c1cc(C#N)c(Oc2ccc(F)cc2)nc1C	-8%[57.1 µM]	-9%	-2%	1	-4	-5.2%	3%	-21%	8%
COc1ccc(NC(=O)CC2C(=O)N(c3ccccc3)C(=O)N2C2CCCCC2)cc1 (configuration not stated)	1%	-2%	-2%	-3	-20	2.7%	-3%	-12%	-3%
Cc1c(Cl)cnc(NC(=O)COC(=O)[C@@H](NC(=O)c2ccco2)C(C)C)c1Cl	8%	-1%	-3%	2	-13	nt	-10%	-25%	12%
C/C(=N\O)c1ccco1	3%[57.1 µM]	5%	-1%	-3	7	1.2%	-2%	2%	-2%
COc1ccccc1NC(=O)C1=C(C)NC2=C(C(=O)CCC2)C1c1ccc2c(c1)OCO2 (configuration not stated)	14%	-3%	0%	5	-2	2.1%	3%	1%	0%
CSc1ccccc1NC(=O)c1ccccc1C	0%	-1%	4%	-11	-1	0.3%	2%	0%	6%
CCOC(=O)C1CCN(C(=O)c2ccccc2NS(=O)(=O)c2ccc(F)cc2)CC1	-8%	0%	-2%	-4	-3	2.1%	0%	-5%	0%

Part of the list above, reformatted.
Below each SMILES: TrxR1 substrate	Vif-A3F inh	Glioma ERSR ind	LDHA block	PI4K2A block	RXFP1 ag	Vif-A3G inh	USP1-UAF1 inh	mIDH1 inhibitor
Cc1ccccc1NC(=O)CCn1cnc2onc(-c3ccc(F)cc3)c2c1=O
 : -10%	3%	-3%	-17	-7	-4.4%	3%	-11%	6%
COc1ccc(C(=O)NCc2nnc(SCC(=O)NO)n2Cc2ccccc2)cc1
 : 0%	-4%	12%	2	-2	1.3%	1%	-8%	-6%
CCOC(=O)c1csc(NC(=O)CSc2nnnn2-c2ccc(OC)c(OC)c2)n1
 : -15%	-6%	-6%	4	1	-0.2%	-2%	-11%	3%

(further entries)
SMILES	TrxR1 substrate	Vif-A3F inh	Glioma ERSR ind	LDHA block	PI4K2A block	RXFP1 ag	Vif-A3G inh	USP1-UAF1 inh	mIDH1 inhibitor
Cc1ccc(-n2nnnc2SCC(=O)c2c(N)n(CC(C)C)c(=O)n(C)c2=O)cc1	5%[57.1 µM]	-1%	-5%	-13	13	2.7%	1%	-19%	5%
CC(c1ccccn1)N(CCN(C)C)C(=S)Nc1cccc(F)c1 (configuration not stated)	3%	-4%	-4%	-7	1	0.1%	2%	1%	3%
CN(C)S(=O)(=O)c1cccc(NC(=O)COC(=O)c2ccc(Br)o2)c1	7%	2%	-4%	-2	6	-1.2%	-5%	-16%	5%
O=C(Cn1c(=O)n(-c2ccccc2)c(=O)c2sccc21)N1CCCC1	2%	-7%	-1%	-3	0	0.4%	4%	-5%	1%
CCCc1c(C(=O)N/N=C/c2ccc(C)s2)nnn1-c1nonc1N	3%	-7%	1%	-2	1	-0.2%	-1%	-15%	2%
COc1ccc(OCC(=O)NS(=O)(=O)c2ccccc2)cc1	-2%[57.1 µM]	-4%	-1%	-7	-4	-2.6%	1%	-11%	-7%
COc1cccc(N2CCN(Cc3nc4ccccc4c(=O)[nH]3)CC2)c1	6%[57.1 µM]	1%	-5%	6	0	1.5%	1%	-1%	4%
O=c1c2ccccc2[nH]c(=S)n1CCN1CCCCC1	1%	1%	-4%	2	-1	3.5%	0%	-17%	11%
O=C(Cc1cnn(-c2ccccc2)c1)c1ccc(O)c(O)c1O	-14%	0%	4%	34	-6	-0.1%	-9%	-12%	-2%
Cc1noc(C)c1S(=O)(=O)N1CCCC1C(=O)O (configuration not stated)	-1%[57.1 µM]	1%	-2%	-8	-1	1.7%	-4%	-6%	-2%
N#Cc1ccccc1NC(=O)Nc1cccc(Cl)c1	7%[57.1 µM]	0%	-5%	-1	-6	3.2%	-6%	-9%	2%
COc1ccccc1CNS(=O)(=O)c1c(C)noc1C	-3%	4%	-7%	-5	-3	1.7%	2%	-11%	7%
COc1ccc(C(=O)Cn2c(C)nc([N+](=O)[O-])c2Br)cc1	14%[57.1 µM]	4%	-12%	-1	-1	1.5%	-25%	-9%	9%
COc1ccc(-c2nc(CS(=O)CC(=O)NCCc3ccc(C)cc3)c(C)o2)cc1OC (configuration not stated)	19%	-8%	-3%	-2	-7	3.0%	-3%	-28%	0%
COc1ccc(C)cc1N(C(=O)c1cccc(F)c1)c1nc2ccccc2s1	0%	2%	-1%	0	1	-0.2%	-5%	-11%	7%
Cc1cc(C(=O)N2CCN(c3ccc(F)cc3)CC2)c2c(C)nn(-c3cccc(Cl)c3C)c2n1	1%	5%	-1%	0	-3	-0.1%	0%	-18%	18%
O=C(Nc1ccc(Cl)cc1)N1CCCC(Cn2cccc2)C1 (configuration not stated)	-18%[57.1 µM]	4%	6%	-1	-8	4.6%	-1%	-7%	5%
CCN(CC)CCNc1nc(-c2ccccc2)nnc1C(F)(F)F	8%	0%	-3%	10	-1	0.1%	0%	-10%	12%
CN(Cc1nc(-c2ccccn2)no1)S(=O)(=O)c1ccccc1	9%[57.1 µM]	-1%	2%	1	-7	-0.6%	-1%	2%	1%
O=C(CCNC(=O)c1ccc(Cl)cc1)Nc1ccccc1N1CCCC1	7%	-6%	-4%	7	-5	-1.4%	-3%	-20%	0%
COc1ccc(NC(=S)N(CCCN2CCC(C)CC2)Cc2cccs2)cc1Cl	8%[57.1 µM]	-4%	-4%	-3	6	1.2%	4%	-15%	-1%
COc1ccc(NC(=O)CSc2nc3ccccc3n2CC(=O)N2CCCC(C)C2)cc1 (configuration not stated)	7%[57.1 µM]	1%	-3%	-5	1	0.5%	-4%	-16%	-15%
COc1ccc(Cl)cc1NC(=O)C(C)N1Cc2ccccc2C1=O (configuration not stated)	-4%	-12%	-3%	7	-2	1.1%	-8%	-11%	-11%
CCN(C[C@H]1N[C@@](Cc2ccccc2)(C(=O)OC)[C@H]2C(=O)N(C)C(=O)[C@@H]12)C(=O)c1ccc(F)cc1	0%	-3%	-2%	-3	0	nt	0%	?	-5%[38.3 µM]
COc1ccc(OC)c(-c2noc(N3CCN(c4ccc(Cl)cc4)CC3)n2)c1	9%	-2%	-3%	0	-1	1.2%	4%	-20%	-4%
O=C(NCC1CCN(S(=O)(=O)c2ccccc2)CC1)Nc1ccccc1	-5%	10%	-8%	-6	1	1.9%	-10%	-15%	0%
CCC(=O)N1C(C(=O)N2CCCC2)CSC1c1ccc(OC)cc1 (configuration not stated)	2%	1%	-4%	-7	-1	0.0%	3%	-22%	-2%

The list is partial; rates above refer to the full screens.
